Screens from PubChem.
Anthrax LF prot: inhibitors of Bacillus anthracis lethal factor protease | inhibition, % at 10 µM | multiplex microsphere protease cleavage assay, LF | P15917 | 360,000 tested, 0.12% active; in the data active = inhibition above about 30%; inconclusive = no clear call, values can overlap the other calls; also: plate controls were buffer without enzyme for full effect and enzyme alone for no effect
SARS 3CLpro inh: SARS-CoV 3CLpro protease inhibition; P0C6X7; recombinant SARS-CoV 3CLpro, quenched FRET peptide cleavage; inhibition, % at 6 µM; 290,000 tested, 0.14% active; AID 1706; in the data active = inhibition above about 12%
Vc quorum ag: induces V. cholerae light production without autoinducers. V. cholerae BH1578 lux reporter, luminescence, 6 h. activation, % at 18.7 µM. 350,000 tested, 0.16% active; in the data active = activation mostly above about 9.7%, no sharp cut-off; inconclusive = no clear call, values can overlap the other calls; inactive = mostly below about 3.7%; also: not every result past the cut was called active; inactives centre near 0; reference of the scale not given here
MazEF act: increases E. coli MazEF RNase cleavage of RNA | FAM/BHQ RNA-DNA oligo cleavage fluorescence, 5 h | activation, % at 20 µM | 350,000 tested, 0.32% active; in the data active = activation above about 50%
SSB-PriA inh: blocks PriA binding to SSB C-terminal tail; AlphaScreen SSBct-PriA binding, biotinylated peptide; 430,000 tested, 0.6% active; AID 1272365; inhibition, % at 33 µM; in the data active = inhibition mostly above about 37%, no sharp cut-off; inactive = mostly below about 20%;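 also: plate controls were negative control peptide for no effect and reference peptide for full effect; strong numbers were not always called active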
DUSP3 inh: inhibitors of human VHR1 phosphatase (DUSP3). P51452. recombinant VHR phosphatase, pNPP absorbance. inhibition, % at 13.3 µM. 290,000 tested, 0.52% active; in the data active = inhibition above about 50%; also: some compounds called inactive have numbers as strong as hits
PfHsp40 rescue: compounds rescuing yeast from Plasmodium falciparum HSP40 toxicity; S. cerevisiae expressing PfHsp40, growth rescue, ATP luminescence; growth rescue, % at 12.5 µM; 340,000 tested, 0.68% active; AID 504582; in the data active = growth rescue above about 28%, passing the limit was not always enough; inconclusive = no clear call, values can overlap the other calls;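 also: yeast W303a lacking pdr1 and pdr3 grown in galactose medium; growth measured after three days at 30 °C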
Rv3671c inh: inhibits the M. tuberculosis serine protease Rv3671c | inhibition, % at 5.96 µM | 320,000 tested, 0.048% active; in the data active = inhibition above about 38%;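 also: extracellular domain of Rv3671c used as enzyme; 0% = enzyme with DMSO and 100% = no enzyme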
TcdB GH inh: TcdB glycohydrolase inhibition. TcdB glycohydrolase enzymatic assay, plate reader. 350,000 tested, 0.24% active. P18177. inhibition, % at 9.99 µM. AID 652162; in the data active = inhibition above about 10%
Yp Topo-I inh: inhibitors of Yersinia pestis topoisomerase I; 360,000 tested, 0.064% active; activity, % at 10 µM; AID 504884; Y. pestis Topo-I cleavage product accumulation, plate reader; in the data active = activity above about 50%, passing the limit was not always enough; inconclusive = no clear call, values can overlap the other calls; also: inactives centre near 2
* marks the source's active call; other numbers are inactive results; i = inactive; ? = inconclusive; . = no result given; & = joins results of further samples. Not all compounds are listed. The share of hits here may be higher or lower than overall.

The opening 2 records (preview)
SMILES	Anthrax LF prot	SARS 3CLpro inh	Vc quorum ag	MazEF act	SSB-PriA inh	DUSP3 inh	PfHsp40 rescue	Rv3671c inh	TcdB GH inh	Yp Topo-I inh
CCC/C(=N/NC(=O)c1cccc(Cl)c1)c1ccccc1	0	6	-0.4	-3	.	2	0.4	-7	.	2
COc1cccc(/C=N/n2c(-c3cccs3)n[nH]c2=S)c1	-1	-4	i	-4	.	19	-0.2	2	.	0

This part in full, repeating the preview:
SMILES	Anthrax LF prot	SARS 3CLpro inh	Vc quorum ag	MazEF act	SSB-PriA inh	DUSP3 inh	PfHsp40 rescue	Rv3671c inh	TcdB GH inh	Yp Topo-I inh
CCC/C(=N/NC(=O)c1cccc(Cl)c1)c1ccccc1	0	6	-0.4	-3	.	2	0.4	-7	.	2
COc1cccc(/C=N/n2c(-c3cccs3)n[nH]c2=S)c1	-1	-4	i	-4	.	19	-0.2	2	.	0
O=C(c1cc(COc2cccc(C(F)(F)F)c2)on1)N1CCc2ccccc2C1	-1	7	i	-1	-16	-11	3.5	0	0.0	?
COc1ccccc1N(Cc1cc(=O)[nH]c2ccccc12)C(=O)c1ccc([N+](=O)[O-])cc1	1	3	-0.4	17	10	4	-0.6	2	-0.3	33
CCOC(=O)N1CCN(C(=O)CN(Cc2ccc(Cl)cc2)S(=O)(=O)c2ccc(C)cc2)CC1	-2	5	i	-7	-11	35	-0.1	-3	.	-6
COc1ccc(CN(C)C(=O)CNC(=O)c2sc3ccccc3c2Cl)c(OC)c1OC	-5	.	-1.8	-3	1	.	1.5	.	-0.6	29
CN1/C(=C\C(=O)COC(=O)c2ccco2)C(C)(C)c2ccccc21	0	2	i	2	-1	16	4.3	-1	1.7	-12
COc1ccccc1C(=O)OCC(=O)N1CCC(Cc2ccccc2)CC1	-5	.	-0.7	9	-7	.	3.4	-6	-1.3	35
Cn1cccc1/C=C1/C(=O)NC(=O)N(C(C)(C)C)C1=O	0	7	1.6	2	-1	29	-0.1	2	0.8	5
Cn1c(N)c(C(=O)CCl)c(=O)n(C)c1=O	7	-6	8.3	10	-1	-25	-0.9	-4	0.0	-9
N#C/C(=C\c1cn(Cc2cccc(F)c2)c2ccccc12)C(=O)NCc1ccco1	-2	5	0.2	37	-36	2	-0.8	-13	-1.4	-5
CCN(CC)CCN1C(=O)C(=O)/C(=C(/O)c2ccc(Cl)cc2)C1c1ccncc1 (stereo not drawn)	-1	2	-0.3	1	.	8	-1.6	.	-0.5	-5
COc1cc(C(=O)NCC(=O)N/N=C(/C)c2ccc3c(c2)CCCC3)cc(OC)c1OC	-5	-1	-0.2	4	.	26	-0.9	-9	2.2	7
COc1cccc(/C=N/n2c(-c3ccco3)nc3ccccc3c2=O)c1OC	0	-2	-0.3	16	.	8	1.6	-14	.	-7
CC(C(=O)NC1CCCC1)N(c1ccc(Oc2ccccc2)cc1)S(C)(=O)=O (stereo not drawn)	-2	5	-0.2	-8	0	15	-0.3	-2	-19	-6
COC(=O)CCC(=O)Nc1nccs1	-3	-3	-0.3	2	4	16	1.0	-8	1.8	6
CCCCn1c(-c2nn(C)cc2Cl)n[nH]c1=S	-5	-6	-1.8	1	-6	13	0.0	10	.	-3
CC(CC(=O)Nc1ccc2c(c1)c(=O)n(C)n2Cc1ccc(F)cc1)c1ccccc1 (stereo not drawn)	-10	.	-0.2	.	.	.	.	.	-10	24
COc1ccc(NC(=O)Nc2ccon2)cc1OC	-3	0	-4.5	8	-10	11	-0.9	-4	-1.8	2
COC(=O)C(O)(c1ccc(N(C)C(=O)OC(C)C)cc1)C(F)(F)F (stereo not drawn)	-4	3	i	-3	-3	33	0.0	5	-0.4	0
CCOc1ccc(CNC(=O)C2CCCN(S(C)(=O)=O)C2)cc1OC (stereo not drawn)	2	1	i	9	-14	-5	-1.7	4	.	-5
O=C(NCCS(=O)(=O)NC1CCCCC1)c1ccccc1	-1	.	0.5	0	-6&-4	.	-1.4	-7	-0.2	-1
Cc1ccc(-n2nc3c(=O)n(CC(=O)NCc4cccs4)nc(C)c3c2C)cc1	-2	4	-0.3	4	-8	18	-0.5	1	0.8	17
CSc1ccc(NC(=O)NCc2ccccc2)cc1	-8	-4	0.6	12	-10	1	-0.5	-1	-0.3	-1
COc1cc2c(cc1OC)CN(C(=O)c1cc(COc3ccccc3SC)on1)CC2	-3	.	-0.8	-12	.	.	.	.	1.1	22
COc1ccc2c(c1)C(c1ccccc1)NC(=O)C2 (stereo not drawn)	-5	.	1.5	-6	-8	.	-1.2	2	1.8	2
Cc1[nH]c2ccccc2c1SCC(=O)N1CCN(c2ccccc2)CC1	-6	-1	-0.2	-3	21	15	0.0	4	2.6	-8
O=C(O)C1CCCN1S(=O)(=O)c1ccc2c(c1)CCC2 (stereo not drawn)	2	-3	-5.0	-11	-3	18	-0.7	-5	-0.1	-1
O=C(O)c1cccc(N(CCO)CCO)c1	15	3	i	-7	-5	11	-1.8	3	1.3	0
CC(=O)N/C(=C\c1ccccc1)C(=O)OCc1cc(C)ccc1C	-4	-2	-0.5	9	1	20	0.2	3	-0.9	20

Arranged by number of heavy atoms (ascending): some entries from above.
SMILES	Anthrax LF prot	SARS 3CLpro inh	Vc quorum ag	MazEF act	SSB-PriA inh	DUSP3 inh	PfHsp40 rescue	Rv3671c inh	TcdB GH inh	Yp Topo-I inh
COC(=O)CCC(=O)Nc1nccs1	-3	-3	-0.3	2	4	16	1.0	-8	1.8	6
O=C(O)c1cccc(N(CCO)CCO)c1	15	3	i	-7	-5	11	-1.8	3	1.3	0
CCCCn1c(-c2nn(C)cc2Cl)n[nH]c1=S	-5	-6	-1.8	1	-6	13	0.0	10	.	-3
CSc1ccc(NC(=O)NCc2ccccc2)cc1	-8	-4	0.6	12	-10	1	-0.5	-1	-0.3	-1
O=C(O)C1CCCN1S(=O)(=O)c1ccc2c(c1)CCC2 (stereo not drawn)	2	-3	-5.0	-11	-3	18	-0.7	-5	-0.1	-1
O=C(NCCS(=O)(=O)NC1CCCCC1)c1ccccc1	-1	.	0.5	0	-6&-4	.	-1.4	-7	-0.2	-1
COC(=O)C(O)(c1ccc(N(C)C(=O)OC(C)C)cc1)C(F)(F)F (stereo not drawn)	-4	3	i	-3	-3	33	0.0	5	-0.4	0
CCOc1ccc(CNC(=O)C2CCCN(S(C)(=O)=O)C2)cc1OC (stereo not drawn)	2	1	i	9	-14	-5	-1.7	4	.	-5
Cc1[nH]c2ccccc2c1SCC(=O)N1CCN(c2ccccc2)CC1	-6	-1	-0.2	-3	21	15	0.0	4	2.6	-8
CC(CC(=O)Nc1ccc2c(c1)c(=O)n(C)n2Cc1ccc(F)cc1)c1ccccc1 (stereo not drawn)	-10	.	-0.2	.	.	.	.	.	-10	24

(cont.)
SMILES	Anthrax LF prot	SARS 3CLpro inh	Vc quorum ag	MazEF act	SSB-PriA inh	DUSP3 inh	PfHsp40 rescue	Rv3671c inh	TcdB GH inh	Yp Topo-I inh
O=C(Cn1c(=O)c2c(ncn2Cc2ccccc2)n(Cc2ccccc2)c1=O)N1CCc2ccccc21	-3	8	i	-33	0	-21	-0.7	-16	0.9	0
COc1ccc(NC(=O)c2cccc(N3C(=O)C4C5CCC(C5)C4C3=O)c2)cc1 (stereo not drawn)	3	1	0.6	4	-3	10	1.3	-7	1.2	-11
COc1cccc(OCC(=O)NC2CCCCCC2)c1	-2	.	-1.2	2	-7	.	0.3	5	1.8	4
Cc1ccc2nc(COC(=O)c3cnccn3)cc(=O)n2c1	0	.	i	-8	-5	.	-0.4	3	-0.1	4
COc1ccc(C(=S)N2CCN(c3ccccc3C)CC2)cc1OC	-5	.	i	6	7	.	4.5	.	2.2	16
CC(=O)Nc1ccc(SCC(=O)Nc2oc(C)c3c(C)n[nH]c(=O)c23)cc1	2	.	-0.2	-1	-1	.	1.7	-5	-1.2	7
CCN(CC(=O)Nc1c(F)cccc1F)C(=O)CCc1nc2cc(S(=O)(=O)N3CCOCC3)ccc2n1C	1	.	1.9	-4	-2	.	0.1	-4	0.0	5
CCc1ccc(S(=O)(=O)Nc2cc3c(cc2N2CCOCC2)n(C)c(=O)c(=O)n3C)cc1	0	1	-0.3	8	-4	21	0.1	7	2.8	4
O=[N+]([O-])c1ccc2nc(-c3ccc(OC(F)F)cc3)cn2c1	-3	-2	0.1	5	1	11	0.2	1	1.8	0
CCN(CCCNC(=O)C1CCC(=O)N1C1CCCC1)c1cccc(C)c1 (stereo not drawn)	-3	1	-0.7	2	-29	-3	1.5	5	.	9
Cc1cc(=O)oc2c(C)c(OCC(=O)NC3CC(C)(C)NC(C)(C)C3)ccc12	-2	-1	i	9	0	2	-0.8	1	0.0	-8
COCCCNC(=S)Nc1ccc(N2CCCCC2)cc1	-4	4	-0.3	-9	6	14	0.6	5	-60	-9
CCN(C(=O)CSc1nncs1)c1c(N)n(Cc2ccccc2)c(=O)[nH]c1=O	1	1	i	0	0	44	0.1	-4	.	-7
CNC(=O)CSc1nc2cccnc2n1C1CCCCC1	-7	2	i	-2	2	-8	-0.3	10	0.7	-2
COc1ccc(-c2noc(=O)[nH]2)cc1	-2	-2	-0.3	-2	-8	-14	1.0	-7	.	-8
Cc1n[nH]c(=S)n1/N=C/c1ccc(OCc2ccc(Cl)cc2)cc1	3	-3	-0.7	-9	.	13	1.0	4	.	41
COc1ccccc1Nc1ncccc1C(=O)O	-3	-2	i	1	-15	.	-0.5	1	.	-4
CCc1cccc(N(C(=O)c2csnn2)C(C(=O)NC2CCCC2)c2cccnc2)c1 (stereo not drawn)	-1	2	4.0	5	3	34	-0.4	3	0.7	3
O=C(O)CSCc1cnn(-c2ccccc2)c1-n1cccc1	1	0	-12	-3	-1	8	-1.5	-7	.	9
Nc1ccc(S(=O)(=O)N2CCCC2)cc1	3	2	-0.2	8	-10&-14	0	0.0	5	0.3	1
O=C1C(Cc2ccccc2)Nc2ncnc(N3CCOCC3)c2N1Cc1ccc(Br)cc1 (stereo not drawn)	2&-7	.	-0.2	-2	17	.	-1.2	-2	2.3	13
O=C(c1ccc2c(c1)[nH]c(=S)n1c3ccccc3nc21)N1CCN(c2ncccn2)CC1	-2	2	i	91*	-8	13	-0.3	-1	.	-12
CCCc1cc(=O)oc2cc(C)cc(OCC(=O)NC3CC3)c12	-4	-2	i	5	-1	-7	-0.6	2	0.7	1
Cc1cc(C)cc(C(=O)N(CCc2ccccc2)C2=CC3CCC(C2)N3C)c1 (stereo not drawn)	2	-2	-0.2	-1	-4	-2	-0.6	-1	0.4	6
COc1ccc2c(CC(=O)OCC(=O)Nc3ccccc3[N+](=O)[O-])coc2c1	-2	5	-0.3	-13	28	-4	2.3	3	0.1	5
Cn1nnnc1SCC(=O)N1N=C(c2ccc(Cl)cc2)CC1c1ccco1 (stereo not drawn)	-7	.	i	-4	5	.	-0.7	-5	-1.3	2
Cc1nn(C)c(NC(=O)c2ccc([N+](=O)[O-])cc2)c1Cl	1	-2	-0.3	-4	3	22	-1.7	-7	0.5	0
COc1ccc(N2C(=O)/C(=C/C=C/c3ccccc3[N+](=O)[O-])C(=O)NC2=S)cc1	.	5	.	-9	-4	-12	.	.	-0.9	.
Cc1cc2c(cc1S(N)(=O)=O)S(=O)(=O)CCC2	1	.	3.6	0	-5	.	-1.2	8	1.2	0
CCc1ccc(N/C(SCc2cccc(F)c2)=C(/C#N)C(=O)NCc2ccco2)cc1	-8	2	i	8	-13	18	-0.9	-16	.	33
CCOC(=O)C1C(=O)CC(C)(O)C(C(=O)OCC)C1/C=C/c1ccccc1 (stereo not drawn)	1	3	5.6	7	7	-5	-0.2	.	.	6
